# D2 PAM – positive allosteric modulators of human D2 dopamine receptor. P14416. HEK293 T-REx D2, calcium flux, EC20 dopamine potentiation. potentiation, % at 10 µM. hit rate 0.34% among 340,000. AID 485347;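 active = potentiation over 3 SD above the plate norm, cut at about 30% in these data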; note: 0% is about no effect
# Target sequence (P14416 whole entry, looked up): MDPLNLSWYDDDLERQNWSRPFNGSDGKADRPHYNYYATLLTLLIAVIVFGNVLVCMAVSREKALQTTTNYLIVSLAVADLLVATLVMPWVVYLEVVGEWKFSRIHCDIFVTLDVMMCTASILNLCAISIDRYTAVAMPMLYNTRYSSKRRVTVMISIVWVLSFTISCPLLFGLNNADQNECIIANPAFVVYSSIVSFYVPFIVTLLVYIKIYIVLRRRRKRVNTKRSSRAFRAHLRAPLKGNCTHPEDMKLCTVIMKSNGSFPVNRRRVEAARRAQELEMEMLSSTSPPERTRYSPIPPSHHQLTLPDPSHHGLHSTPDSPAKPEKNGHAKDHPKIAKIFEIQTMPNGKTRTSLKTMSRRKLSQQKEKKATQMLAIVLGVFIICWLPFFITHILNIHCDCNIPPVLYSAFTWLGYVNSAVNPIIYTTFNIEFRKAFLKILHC
#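 Primary screen. Calcium kinetics in induced HEK293 T-REx D2 cells: compound pre-addition 180 s, EC20 dopamine, 180 s more.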
# D2 antagonist – D2 dopamine receptor (human) antagonism; P14416; AID 485344; hit rate 2% among 340,000; inhibition, % at 10 µM; HEK293 TREx D2 cells, calcium flux, dopamine EC80; in the data active = inhibition above about 30%; note: 0% is about no effect
#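 Tetracycline-induced HEK293 T-REx cells expressing D2 force-coupled to calcium signalling were dye-loaded, exposed to compound for 180 s, then challenged with an EC80 of dopamine; calcium flux was followed kinetically for a further 180 s.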
# D1 antag – human D1 dopamine receptor antagonism. HEK293 TREx D1 cells, calcium flux, dopamine EC80; active compounds read low. activity change, negative = inhibition, % at 10 µM. AID 504652. hit rate 3.2% among 360,000. P21728; in the data active = activity change below about -30%; note: % is set by controls: 0 for no effect and ±100 for the full control effect
#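 Using tetracycline-induced force-coupled D1 Hek293 cells and a calcium dye, signals were followed for 180 s after compound, then for 180 s after EC80 dopamine, to detect inhibitors.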
# TRHR ag – activates the human TRH receptor. P34981. TRHR cells, calcium flux fluo-8, FDSS agonist mode. activation, % at 2 µM. hit rate 0.18% among 360,000; note: 0% is about no effect
# Target sequence (P34981 whole entry, looked up): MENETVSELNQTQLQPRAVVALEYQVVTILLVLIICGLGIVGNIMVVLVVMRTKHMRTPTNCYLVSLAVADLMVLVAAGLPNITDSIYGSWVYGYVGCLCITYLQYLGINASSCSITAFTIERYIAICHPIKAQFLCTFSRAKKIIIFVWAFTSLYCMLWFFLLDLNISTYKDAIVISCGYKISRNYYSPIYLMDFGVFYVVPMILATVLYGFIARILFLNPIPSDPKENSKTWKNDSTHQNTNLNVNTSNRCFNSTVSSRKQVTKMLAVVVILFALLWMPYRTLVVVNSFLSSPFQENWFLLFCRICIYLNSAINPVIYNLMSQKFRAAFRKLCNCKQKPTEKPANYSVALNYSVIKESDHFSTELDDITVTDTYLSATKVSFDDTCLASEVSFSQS
#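 In this calcium-flux screen, cells bearing human TRHR are dye-loaded with fluo-8, baselined for 10 cycles, then exposed to library compounds; positive kinetic calcium responses during the agonist phase mark hits, with TRH as control.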
# D2 ag – agonists of human D2 dopamine receptor; P14416; HEK293 T-REx D2 cells, calcium flux agonist mode; activation, % at 2 µM; hit rate 0.53% among 340,000;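 active = activation over 3 SD above normal in the single-dose calcium agonist read, cut at about 30% in these data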; note: 0% is about no effect
#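 Agonism is scored from calcium flux in a force-coupled, inducible HEK293 cell line expressing D2, read kinetically for 180 s after compound addition against dopamine controls.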
# D1 PAM – potentiators of human D1 dopamine receptor | P21728 | HEK293 TREx D1 cells, calcium flux, dopamine EC20 potentiation | potentiation, % at 10 µM | hit rate 0.036% among 360,000 | AID 504651; in the data active = potentiation above about 30%; note: 0% is about no effect
# D1 ag – human D1 receptor agonism | P21728 | HEK293 T-REx D1 cells, calcium flux, agonist mode | activation, % at 2 µM | hit rate 1% among 360,000 | AID 504660; note: 0% is about no effect
#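 Agonism was scored from calcium flux recorded over 180 s (1 read/s) after pintool compound addition, following a 10-cycle baseline. Cells were inducible force-coupled HEK293 TREx D1, plated overnight at 30 C and loaded with no-wash calcium dye.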
# RXFP1 antag – blocks the human relaxin receptor RXFP1; HEK293-RXFP1, relaxin-stimulated cAMP HTRF, 30 min; active compounds read low; activity change, negative = inhibition, % at 57.5 µM; hit rate 0.59% among 350,000; Q9HBX9;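 active = activity change of -60% or lower, but not beyond a set lower limit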; note: % is set by controls: 0 for no effect and ±100 for the full control effect
# TRHR enhancer – allosteric enhancers of human TRH receptor; enhancement, % at 2 µM; TRHR cells, fluo-8 calcium fluorescence, EC20 TRH enhancement; P34981; hit rate 0.66% among 360,000; in the data active = enhancement above about 30%; note: 0% is about no effect
#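 Enhancer read-out: after compound pinning and an initial kinetic agonist-mode read, an EC20 of TRH (10 nM final) was injected and fluo-8 calcium signal (Ex 480/Em 530) followed at 1 s/cycle for 100 cycles in TRHR-expressing cells.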
# * marks the source's active call; other numbers are inactive results; x = not tested or not shown. Cut-off read from the data, not from the text of the source, unless noted: active = activation above about 30%; inactive = the rest. Compounds as they come (roughly 7.3% active in at least one column).
SMILES,D2 PAM,D2 antagonist,D1 antag,TRHR ag,D2 ag,D1 PAM,D1 ag,RXFP1 antag,TRHR enhancer
CCCc1ccc(S(=O)(=O)N2CCN(Cc3ccco3)CC2)cc1,-1,-3,-2,0.1,-1.2,-6,2,-6,-5
O=C(CSC1=Nc2ccccc2C2CC=NN12)Nc1ccc(F)cc1Cl (stereo not drawn),10,-23,20,-0.5,-0.4,3,1,-6,3
COc1cc(NC(=O)CC2C(=O)N(c3ccc(Cl)cc3)C(=O)N2Cc2cccs2)cc(OC)c1 (stereo not drawn),0,x,0,0.7,0.7,-1,4,0,8
CCOc1ccccc1N1CC(c2nc3ccccc3n2CCCCOc2ccccc2)CC1=O (stereo not drawn),9,x,-15,0.6,-0.7,1,31*,-38,-7
O=C(c1ccc2c(c1)OCO2)N1CCc2ccccc21,1,10,-8,-0.7,5.7,x,4,-8,3
Cc1ccc(CN2COc3ccc4c(-c5ccccc5)cc(=O)oc4c3C2)cc1,-30,x,-17,0.6,-0.6,-2,11,-13,55*
COc1ccc(/C(N)=N/OC(=O)c2cccc([N+](=O)[O-])c2)cc1OC,9,3,-1,0.0,-0.6,-2,3,6,-1
CCOc1ccc(OCC)c(NC(=O)c2cc(-c3cccs3)nc3ccccc23)c1,13,x,15,-0.4,-0.4,1,0,x,-4
Clc1ccc(-c2noc3ncnc(NC4CCCCC4)c23)cc1,-1,x,-6,-1.3,-0.3,0,2,x,2
O=c1c2[nH]cnc2n(-c2cccc(F)c2)c(=O)n1Cc1ccccc1,6,27,17,-1.7,-0.2,0,0,4,-14
O=C(O)C1C2C=CC(C2)C1C(=O)Nc1cccc(F)c1 (stereo not drawn),4,-5,-5,0.5,0.0,-6,3,3,-2
CCOC(=O)C1CCN(C(=O)c2cc3cc(Cl)ccc3[nH]2)CC1,-6,-15,-13,0.0,-1.5,-4,2,-5,-4
CCN(CC)S(=O)(=O)c1ccc(N2CCOCC2)c(NC(=O)c2cc([N+](=O)[O-])ccc2Cl)c1,6,-7,-10,-0.1,-3.1,-10,2,7,-3
CCc1ccc2c(c1)cc(CN(Cc1ccco1)C(C)=O)c1nnnn12,-2,-2,-2,-1.9,0.3,6,7,-26,-2
COc1ccc(Cl)cc1NC(=O)CN(C)C(=O)c1ccc(N2CCCCC2)c([N+](=O)[O-])c1,6,7,-5,-0.3,2.0,-6,0,-20,9
CN(Cc1ccccc1)C(=O)C1CCC(CNS(=O)(=O)c2cccc3cccnc23)CC1 (stereo not drawn),12,3,-15,-0.1,-0.7,-4,2,2,-5
Cc1cccc(NC(=O)CN2CCc3cc4c(cc3C2)OCCCO4)c1,-1,5,-2,0.0,0.2,-2,5,8,-1
O=C(Oc1ccccc1)N1CCN(C(=O)c2ccco2)CC1,16,-26,0,0.6,0.7,13,3,-5,2
CN(C)C(=O)/C(=C/c1ccc(-c2cccc([N+](=O)[O-])c2)o1)NC(=O)c1ccccc1,-7,3,-56*,-0.7,0.0,-2,5,-2,-3
S=C(c1ccc(-c2cccc(Cl)c2)o1)N1CCCCC1,x,x,2,-0.6,x,-3,2,-10,-3
Cc1ccc(NC(=O)CSc2ncnc3ccccc23)cc1S(=O)(=O)N1CCOCC1,8,8,-14,-0.4,-0.8,-2,4,-7,1
Cc1cccc(NC(=O)CCNS(=O)(=O)c2ccc(Cl)cc2)c1,4,-21,0,-0.4,0.0,-3,1,3,20
CS(=O)(=O)N1CCc2cc(C(=O)Nc3cccc([N+](=O)[O-])c3)ccc21,-1,-4,0,-2.3,-2.7,-1,1,2,-8
CC(=O)N(C)c1ccc(NC(=O)CCN2C(=O)c3ccccc3C2=O)cc1,0,4,8,-0.2,1.0,2,3,-1,-1
O=C(CN1CCCc2ccccc21)NC(=O)NCc1ccccc1,4,-8,2,-0.3,-0.1,-7,4,6,3
O=C(O)CCNS(=O)(=O)c1ccccc1,-3,-3,6,0.0,0.2,8,1,-2,4
Cc1nc(SCC(=O)Nc2cc(C(N)=O)cc(C(N)=O)c2)c2c(C)c(C)sc2n1,x,x,-20,1.1,x,-5,5,15,-6
O=Cc1c(NCc2ccc(F)cc2)c2ccccc2[nH]c1=O,-5,0,-36*,-0.1,0.9,-9,4,11,-8
O=C(NCCc1ccc(F)cc1)C1CCN(C(=O)Nc2ccccc2)CC1,-1,7,-16,0.3,-0.2,-9,2,2,-8
C=C1CCC[C@]2(C)C[C@H]3OC(=O)C(CN4CC(C)OC(C)C4)[C@H]3C[C@@H]12 (stereo partly drawn),-5,6,4,0.4,-0.7,-3,0,-10,-10
CCCCCSc1nnc2c(n1)OC(c1cccn1C)N(C(C)=O)c1ccccc1-2 (stereo not drawn),-2,-4,8,-0.3,0.4,-3,0,-4,4
CCCn1c2ccccc2c2nc3ccccc3nc21,47*,0,-6,0.4,-1.5,2,1,-2,5
COc1cc(C(=O)N(C)CC2CCN(CCc3cccc(C(F)(F)F)c3)CC2)ccc1C,-19,19,4,0.5,0.8,-1,3,-13,4
O=C(CN1CCN(c2ccccn2)CC1)Nc1ccc(F)cc1,6,6,1,-0.7,0.2,-2,-1,-12,17
CNc1ccccc1-c1nc2ccccc2n(C)c1=O,12,-5,2,-0.6,0.6,-1,0,-15,2
Cc1cccc(N2CCN(C(=O)c3cc4c(=O)[nH]c5ccc(C)cc5c4s3)CC2C)c1 (stereo not drawn),14,x,10,-0.4,x,0,0,x,6
CC(=O)c1ccc(NC(=O)Cn2cnc(S(=O)(=O)N3CCCC3)c2)cc1,-1,14,7,-0.2,1.0,1,3,-3,0
CC1CC(C)(C)CC2(C1)NC(=O)N(CC(=O)N1CCN(S(=O)(=O)c3cccs3)CC1)C2=O (stereo not drawn),-2,-7,-14,-0.9,-0.3,2,2,11,4
COc1ccccc1C(=O)Nc1ccc(Br)c2cccnc12,-3,14,15,1.0,0.3,5,9,6,12
O=C1c2ccccc2NC(c2ccc(Cl)cc2Cl)N1O (stereo not drawn),0,8,-11,-0.4,-0.3,-5,2,-9,-5

# In a second layout: results already given.
smiles	D2 PAM	D2 antagonist	D1 antag	TRHR ag	D2 ag	D1 PAM	D1 ag	RXFP1 antag	TRHR enhancer
Cc1nc(SCC(=O)Nc2cc(C(N)=O)cc(C(N)=O)c2)c2c(C)c(C)sc2n1	x	x	-20	1.1	x	-5	5	15	-6
O=Cc1c(NCc2ccc(F)cc2)c2ccccc2[nH]c1=O	-5	0	-36*	-0.1	0.9	-9	4	11	-8
O=C(NCCc1ccc(F)cc1)C1CCN(C(=O)Nc2ccccc2)CC1	-1	7	-16	0.3	-0.2	-9	2	2	-8
C=C1CCC[C@]2(C)C[C@H]3OC(=O)C(CN4CC(C)OC(C)C4)[C@H]3C[C@@H]12 (stereo partly drawn)	-5	6	4	0.4	-0.7	-3	0	-10	-10
CCCCCSc1nnc2c(n1)OC(c1cccn1C)N(C(C)=O)c1ccccc1-2 (stereo not drawn)	-2	-4	8	-0.3	0.4	-3	0	-4	4
CCCn1c2ccccc2c2nc3ccccc3nc21	47*	0	-6	0.4	-1.5	2	1	-2	5
COc1cc(C(=O)N(C)CC2CCN(CCc3cccc(C(F)(F)F)c3)CC2)ccc1C	-19	19	4	0.5	0.8	-1	3	-13	4
O=C(CN1CCN(c2ccccn2)CC1)Nc1ccc(F)cc1	6	6	1	-0.7	0.2	-2	-1	-12	17
CNc1ccccc1-c1nc2ccccc2n(C)c1=O	12	-5	2	-0.6	0.6	-1	0	-15	2
Cc1cccc(N2CCN(C(=O)c3cc4c(=O)[nH]c5ccc(C)cc5c4s3)CC2C)c1 (stereo not drawn)	14	x	10	-0.4	x	0	0	x	6
CC(=O)c1ccc(NC(=O)Cn2cnc(S(=O)(=O)N3CCCC3)c2)cc1	-1	14	7	-0.2	1.0	1	3	-3	0
CC1CC(C)(C)CC2(C1)NC(=O)N(CC(=O)N1CCN(S(=O)(=O)c3cccs3)CC1)C2=O (stereo not drawn)	-2	-7	-14	-0.9	-0.3	2	2	11	4
COc1ccccc1C(=O)Nc1ccc(Br)c2cccnc12	-3	14	15	1.0	0.3	5	9	6	12
O=C1c2ccccc2NC(c2ccc(Cl)cc2Cl)N1O (stereo not drawn)	0	8	-11	-0.4	-0.3	-5	2	-9	-5

# Returning to the listing, repeating the 2 entries before the break.
SMILES,D2 PAM,D2 antagonist,D1 antag,TRHR ag,D2 ag,D1 PAM,D1 ag,RXFP1 antag,TRHR enhancer
COc1ccccc1C(=O)Nc1ccc(Br)c2cccnc12,-3,14,15,1.0,0.3,5,9,6,12
O=C1c2ccccc2NC(c2ccc(Cl)cc2Cl)N1O (stereo not drawn),0,8,-11,-0.4,-0.3,-5,2,-9,-5
COc1ccc(N2CCN(CC(=O)Nc3nc4c(s3)CC(C)CC4)CC2)cc1 (stereo not drawn),-10,13,14,-0.2,0.0,0,1,-10,4
Cc1cn2c(=O)cc(COC(=O)c3ccccc3F)nc2s1,6,x,33,0.2,-0.6,-6,2,x,1
CCOc1ccc(C(C)(C)C)cc1S(=O)(=O)Nc1ccncc1,4,-10,-27,-0.1,-1.8,5,2,-7,-1
Cc1cc(C(=O)NN=C2CCCCCC2)c(C)o1,-10,-21,3,0.4,-0.3,-5,5,3,-3
CCCCn1c(SCC(=O)Nc2cc(C(F)(F)F)cc(C(F)(F)F)c2)nnc1C(CC)N(C)C (stereo not drawn),5,-5,-3,0.4,0.6,1,3,-7,5
COc1ccc(CN2CCNC(=O)C2CC(=O)NCCC2=CCCCC2)cc1OC (stereo not drawn),0,-2,4,0.9,1.5,-2,0,3,4
C/C(=N\NC(=O)c1ccncc1)c1cccc(NC(=O)c2ccc(Cl)s2)c1,x,x,-3,-0.3,x,-3,2,-12,12
Cc1ccc(NC(=O)c2c([N+](=O)[O-])c(C(C)(C)C)nn2C)c(C)c1,5,11,18,0.9,0.5,-1,5,-10,-7
CC1=C(C(=O)Nc2cccc(C(F)(F)F)c2)C2(CCN(C(C)C)CC2)OC1=O,-6,x,15,0.6,0.5,1,0,x,0
O=C(Cn1c(SCc2cccc(F)c2)nc2ccncc21)Nc1ccc(Cl)cc1F,-3,x,0,0.9,-0.6,-2,4,x,-2
COc1ccc2[nH]c(=O)c(CN(CCN(C)C)C(=O)NCc3ccccc3)cc2c1,27,-6,-8,1.2,-0.1,-1,1,-5,6
CCOc1ccc(S(=O)(=O)N2CCC(C(=O)OC(C)C(=O)N(C)C3CCCCC3)CC2)cc1 (stereo not drawn),-7,-8,13,-0.6,-1.2,-4,8,-7,-9
